Screening data from PubChem.
eIF4E-4G inh: blocks eIF4E binding to eIF4G | inhibition, % at 21.7 µM | TR-FRET eIF4E-eIF4GI(517-606) binding, 2 h | AID 782 | P63073+Q04637 | hit rate 0.37% among 220,000;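 active = inhibition above about 30%, limit read from the data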;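 note: 0% = full FRET control wells and 100% = background wells lacking eIF4GI fragment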
Rad51 HR inh: blocks human Rad51 in homologous recombination. Q06609. hRad51 DNA strand exchange, fluorescence dequenching. inhibition, % at 10 µM. hit rate 0.085% among 200,000. AID 1385;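 active = inhibition above 40% at the single screening dose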;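 note: 0% = DMSO control wells and 100% = blanks with heterologous ssDNA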
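System: human Rad51 nucleoprotein filaments preassembled on unlabelled ssDNA. Reagent: labelled 47-mer dsDNA for strand exchange. Schedule: 30-min compound preincubation and 15-min exchange, both room temperature. Measured by: FRET fluorescence dequenching, excitation 485 nm, emission 520 nm. Read-out: Fluorescence-based percent inhibition, control- and blank-normalised. Benchmarks: plate controls and plate blanks.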
EP2 antag: EP2 receptor (human) inhibition; hit rate 0.52% among 260,000; inhibition, % at 25 µM; P43116; C6 glioma cells expressing human EP2, cAMP TR-FRET; cells stimulated with saturating PGE2; AID 1422;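 active = percent inhibition above 40 after rounding to a whole number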;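 note: rat C6 glioma host cells with rolipram phosphodiesterase inhibitor present; the protocol text gives 20 µM as final concentration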
Hck-Nef inh: inhibitors of human Hck kinase activated by Nef | Recombinant Hck-YEEI plus Nef, Z-Lyte FRET kinase assay | inhibition, % at 20 µM | P08631 | hit rate 0.68% among 220,000;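 active = Hck-Nef kinase inhibition above about 50%, limit read from the data; inactive = inhibition below that limit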;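 note: 0% = DMSO with Hck plus Nef and 100% = Hck alone without Nef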
Target sequence (P08631 whole entry, looked up): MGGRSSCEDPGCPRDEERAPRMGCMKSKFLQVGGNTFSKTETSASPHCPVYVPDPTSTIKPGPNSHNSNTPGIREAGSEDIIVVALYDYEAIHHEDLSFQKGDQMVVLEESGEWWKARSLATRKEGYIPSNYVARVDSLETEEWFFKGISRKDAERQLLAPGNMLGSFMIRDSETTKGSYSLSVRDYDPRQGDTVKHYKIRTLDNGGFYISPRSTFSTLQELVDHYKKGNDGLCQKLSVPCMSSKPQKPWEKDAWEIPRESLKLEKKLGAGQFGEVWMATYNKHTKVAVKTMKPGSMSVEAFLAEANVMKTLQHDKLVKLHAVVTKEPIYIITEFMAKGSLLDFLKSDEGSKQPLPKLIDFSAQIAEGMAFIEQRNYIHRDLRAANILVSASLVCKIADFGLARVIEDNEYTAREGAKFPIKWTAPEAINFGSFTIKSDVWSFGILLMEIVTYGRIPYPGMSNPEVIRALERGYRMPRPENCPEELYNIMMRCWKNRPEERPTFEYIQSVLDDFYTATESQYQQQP
14-3-3 Bad PPI: disrupts binding of bovine 14-3-3 zeta to phospho-Bad peptide; P63103; TR-FRET 14-3-3zeta/Dy647-pBad peptide displacement, 1 h; inhibition, % at 21.7 µM; hit rate 0.71% among 220,000; AID 781;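 active = inhibition above about 70%, limit read from the data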;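 note: 0% = full 14-3-3 plus peptide FRET controls and 100% = background without 14-3-3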
Target sequence (P63103 whole entry, looked up): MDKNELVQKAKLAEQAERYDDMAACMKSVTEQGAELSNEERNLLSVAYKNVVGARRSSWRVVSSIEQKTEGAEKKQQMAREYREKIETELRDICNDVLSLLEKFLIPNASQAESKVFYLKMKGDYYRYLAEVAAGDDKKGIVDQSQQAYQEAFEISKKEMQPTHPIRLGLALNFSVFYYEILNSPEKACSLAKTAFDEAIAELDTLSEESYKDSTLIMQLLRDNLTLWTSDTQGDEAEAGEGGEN
zVAD death inh: blocks zVAD induced death of L929 cells; L929 zVAD necroptosis rescue, ATP luminescence, 24 h; with zVAD 60 µM; viability rescue, % at 10 µM; hit rate 0.38% among 220,000; AID 1377;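 active = activation, scaled between plate controls, above about 75%, limit read from the data; inactive = activation under that limit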;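 note: 0% = zVAD with DMSO and 100% = DMSO alone without zVAD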
Calpain2 inh: blocks pig calpain II enzyme activity | purified calpain II, fluorogenic peptide substrate, 30 min | inhibition, % at 16 µM | hit rate 0.37% among 220,000;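 active = inhibition above about 50%, limit read from the data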
Tb hexokinase: T. brucei hexokinase 1 inhibition; recombinant TbHK1, G6PDH-coupled NADH A340; inhibition, % at 10 µM; hit rate 0.11% among 220,000; AID 1430;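 active = inhibition of 50% or more in the single-dose primary screen; inactive = inhibition below 50%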
EP2 modulator: EP2 receptor (human) modulation | induction, % at 25 µM | hit rate 0.83% among 260,000 | P43116 | EP2-expressing cells, cAMP HTRF FRET, PGE2 co-stimulation;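 active = compounds whose cAMP rise, as percent of the full-agonist control response, exceeds 60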;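 note: rat C6 glioma line stably carrying human EP2 under a CMV promoter; the protocol text gives 20 µM as final concentration; 100% = response of wells given 1 µM PGE2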
* hit, by the source's call; / = no result given; & = joins results of further samples; [ ] = remark or other dose. The list is partial. The share of hits here may be higher or lower than overall.

SMILES	eIF4E-4G inh	Rad51 HR inh	EP2 antag	Hck-Nef inh	14-3-3 Bad PPI	zVAD death inh	Calpain2 inh	Tb hexokinase	EP2 modulator
Cc1cccc(C)c1-n1c(C)cc(/C=N/NC(N)=S)c1C	1	-4	9	-1	-15[fluorescence artefact?]	-0.3	10	-44	9
Cc1nc(CNS(=O)(=O)c2cc(C)c(C)cc2C)cs1	-15	2	13	-2	2	-0.8	19	5	23
NC1=NC(=O)/C(=C\c2cc([N+](=O)[O-])ccc2Cl)S1	-5	0	6	-8	-9	0.9	-20	-1	-48
CCc1nnc(NS(=O)(=O)c2ccc(NC(=S)NC(=O)c3ccncc3)cc2)s1	-4	6	6	25	2	-0.2	-19	-7	-17
Cc1cccc(NC(=O)CN2C(=O)S/C(=C\c3ccccn3)C2=O)c1	1	7	8	4	-2	0.5	10	-5	16
CCSc1nc(=S)n(-c2ccccc2)c(C)c1C(C)=O	-3	-2	11	0	-12	-0.7	-33	-26	17
COC(=O)c1cccc(COC(=O)c2ccc(N(C)C)cc2)c1	-2[fluorescence artefact?]	0	15	0	-3	-0.1	-9	-7	-2
Cc1ccc(C2CC(C(F)(F)F)n3ncc(C(N)=O)c3N2)cc1 (stereo not drawn)	10	4	21	1	8	1.2	33	-3	-5
Cc1ccn2cc(C(=O)Nc3nnc(C)s3)nc2c1	4	-9	/	-2	-8	2.6	-95	-13	14
C=CCONC(=O)c1cc(OCC(F)(F)F)ccc1OCC(F)(F)F	2	-5	5	-1	-6	0.8	21	-6	13
O=C(C[n+]1ccccc1)N/N=C/c1ccc(F)cc1	4	-9	9	15	-5	1.7	3	-1	30
CCCCCc1nnc(NC(=O)c2ccc(=O)n(C)n2)s1	-2	5	10	10	6	0.8	24	-14	-2
COc1ccccc1-c1nnc2n1N=C(c1ccc(O)c(O)c1)CS2	0	-6	4	1	1	2.1	-6	-23	-5
Cc1ccc(NC(=O)CN2C(=O)C3CCCCN3C(=O)c3ccccc32)cc1 (stereo not drawn)	-5	-9	18&15	1	5	0.3	16	-2	6&21
COc1ccc(C(=O)N/N=C(\C)Cn2nc([N+](=O)[O-])cc2C)cc1	-3	8	10	2	-1	-0.1	-19	1	24
C=CCOC(=O)c1[nH]c2c(c1C)C(=O)CC(c1cc(OC)c(OC)c(OC)c1)C2 (stereo not drawn)	-6	23	6	-6	9	-1.3	1	3	-14
CCc1cccc2c(N=O)c(O)[nH]c12	-2	-1	9	7	-5	0.6	7	-14	5
Cc1cc(C(=O)OCC(=O)c2ccc(Br)s2)c(C)o1	-5	/	/	2	-15	1.1	22	-3	56
CCc1nn(CC(=O)NCCCN(CC)c2cccc(C)c2)c(=O)c2cc3occc3n12	3	-5	13	16	-5	-0.3	7	2	32
COc1ccc(S(=O)(=O)Nc2cc(C(=O)NC(C)C)ccc2N2CCOCC2)cc1	-3[fluorescence artefact?]	3	4	0	2[fluorescence artefact?]	0.8	-18	5	-2
Cc1ccc(S(=O)(=O)c2cc3c(=O)n4cccc(C)c4nc3n(CC3CCCO3)c2=N)cc1C (stereo not drawn)	-6	8	10	21	-4	-1.6	-49	-18	5
Cc1ccc(-c2noc(-c3cc4ccccc4oc3=O)n2)cc1	2	-8	2	4	7	0.1	-58	-2	24
CCOC(=O)N1CCN(c2c(NCC3CCCO3)c(=O)c2=O)CC1 (stereo not drawn)	-2[fluorescence artefact?]	4	7	2	-3[fluorescence artefact?]	1.4	-24	-2	-4
COc1ccc(-c2nnc(N(C)C(=O)c3ccno3)s2)cc1	-6	-4	10	5	-1[fluorescence artefact?]	-0.5	-23	-9	-3
O=C(N/N=C\C=C\c1ccc2c(c1)OCO2)C1COc2cc3ccccc3cc2O1 (stereo not drawn)	-17	1	10	4	9	0.2	-77	-8	-57
Cc1ccc(Cl)cc1N1CCN(C(=S)NCc2ccco2)CC1	0	17	4	5	-11	1.7	25	-2	-32
C=C1CCN(C(CC(C)C)C(=O)OC)S(=O)(=O)c2ccccc21 (stereo not drawn)	0	0	11	24	-1	-0.4	4	2	33
O=C(Cc1ccccc1)N/N=C\c1ccc(Br)o1	1	-1	7	1	-1	-0.3	-11	-6	19
Cc1cc(NC(=O)C23CC4CC(C2)CC(n2cnc([N+](=O)[O-])n2)(C4)C3)no1	0	0	6	27	-10	-1.2	4	-2	15
CCOC(=O)c1cc(C(=O)OCC)cc(-n2c(C)cc(C(=O)CN3CCOCC3)c2C)c1	15	-3	-2	1	1	-0.1	12	-7	-10
COc1ccc(CN(Cc2cc3cccc(C)c3[nH]c2=O)C(=O)N(C)C)cc1	3	1	13	1	-1	0.4	-50	-8	-23
Cc1ccc(NC(=O)/C(=C\c2ccccc2)NC(=O)/C=C/c2ccccc2)cc1	0	-3	8	1	6	-0.2	-35	-6	14
O=C(NCCCN1CCOCC1)c1cc2c(=O)[nH]c3ccccc3c2s1	1	/	/	5	-3	62	-253	-36	6
Cc1nc2c(-c3ccc(F)cc3)c(C)nn2c(C)c1CCC(=O)Nc1ccc(F)cc1F	-6	14	12	21	3	1.0	-41	-22	-16
Cc1ccc(-c2nc(C)sc2CC(=O)Nc2cccc(C)c2C)cc1	1[fluorescence artefact?]	-7	10	1	6[fluorescence artefact?]	0.3	17	0	-4
COc1ccc(OC)c(N(CC(=O)Nc2cccnc2)S(=O)(=O)c2ccc(OC)c(OC)c2)c1	-8[fluorescence artefact?]	-4	8	4	-5[fluorescence artefact?]	-0.3	6	-3	3
CC(=O)Nc1ccccc1NC(=O)c1cccc2ccccc12	10[fluorescence artefact?]	-37	3	5	15	-0.4	9	1	-10
Cc1cc2nc3c(c(C(F)(F)F)n2n1)CCCC3	1	-18	5	2	1	0.9	-7	-4	13
Cc1ccc(C2CC(=O)c3cnc(N4CCN(c5ccccc5)CC4)nc3C2)cc1 (stereo not drawn)	12	-4	2	2	-7	1.1	-2	-1	-6
O=S(=O)(Nc1ncccn1)c1ccc(NS(=O)(=O)c2cccc(Cl)c2Cl)cc1	-1	0	4	3	-8	3.1	8	3	35
CCn1c2ccccc2c2nnc(NN)nc21	8	6	4	12	-3	3.0	12	-14	17
O=C(CN(Cc1cccs1)C(=O)CCC(=O)Nc1ccccn1)NCc1ccccc1	1	4	9	16	1	2.1	-8	-2	26
Nc1nnc(SCC(=O)N2CCc3ccccc32)n1-c1ccccc1	-8	2	15	0	5	-0.2	-14	-1	6
O=C(COC(=O)Cc1c(Cl)cccc1Cl)Nc1ccc(OC(F)(F)F)cc1	3	/	1	1	-7[fluorescence artefact?]	1.5	10	0	-13
Fc1ccc(N2CCN(Cc3c[nH]c4ccccc34)CC2)cc1	1	-21	7	14	-1	2.2	13	0	-56
Cc1ccc(C(=O)N(c2c(C)n(C)n(-c3ccccc3)c2=O)C(C)C)cc1	-6[fluorescence artefact?]	2	6	-2	3[fluorescence artefact?]	1.0	-11	-5	14
CCCCn1c(-c2nonc2N)nc2ccccc21	4	-5	7	0	1	0.4	-1	4	54
Cc1ccc(/C=C/S(=O)(=O)N2CCC(C(=O)O)CC2)cc1	-1[fluorescence artefact?]	5	11	-1	10	0.3	-12	3	-2
O=C(CSc1nnnn1C1CCCCC1)N1c2ccccc2Sc2ccccc21	4	-9	0	1	2	-0.3	-23	4	28
O=C(Oc1ccccc1)c1ccc(NC(=O)c2ccco2)cc1	-9[fluorescence artefact?]	/	15	14	-2	-0.3	-10	-10	-20

Next section
SMILES	eIF4E-4G inh	Rad51 HR inh	EP2 antag	Hck-Nef inh	14-3-3 Bad PPI	zVAD death inh	Calpain2 inh	Tb hexokinase	EP2 modulator
Cc1ccc(NCCc2ccc(C)nc2)cc1	4[fluorescence artefact?]	7	12	-6	0[fluorescence artefact?]	1.4	-29	-1	4
CCN(CC)C(=O)c1[nH]cnc1C(=O)N[C@@H](C)C(=O)OC(C)(C)C	6	-4	13	4	-7	-0.7	28	-6	0
Cc1cc(C)nc(-n2nc(C)cc2NC(=O)CN2CCCC2)n1	4	-2	4	3	-3	1.1	-18	-1	7
O=C(c1ccc(S(=O)(=O)N2CCCCC2)cc1)N1CCCc2ccccc21	6	5	1	8	-10[fluorescence artefact?]	0.0	-18	0	-20
CCN(CC)S(=O)(=O)c1cc(C(=O)N(C)CC(=O)Nc2ccc(Cl)cc2)ccc1Cl	18	9	4	6	0	1.4	-6	-3	-23
O=C(c1noc2c1CCCC2)N1CCN(Cc2ccccc2)CC1	-1	3	5	1	1	0.6	4	-5	3
CC(Sc1nnc2ccccn12)C(=O)Nc1ncc(Cl)cc1Cl (stereo not drawn)	5	/	/	-1	3	-0.5	3	-1	15
CC(=O)c1cccc(NC(=O)c2ccc(Br)o2)c1	-2	5	10	-2	-13	2.4	19	4	-34
O=S(=O)(c1ccccc1)c1nc(-c2cccs2)oc1NCC1CCCO1 (stereo not drawn)	3	4	6	1	0[fluorescence artefact?]	-0.1	2	-17	37
COc1ccccc1NC(=S)NC1CC2CCC1C2 (stereo not drawn)	-8	/	6	26	7	-0.6	-2	-10	7
Cc1cccc(-c2nc3ccccc3c(=O)n2NC(=S)N(C)C)c1	3[fluorescence artefact?]	3	8	-1	17[fluorescence artefact?]	0.1	25	-1	32
CCN(CC)S(=O)(=O)c1ccc(S(=O)(=O)N2CCCC2)cc1	-2	7	10&3	17	-7	0.6	-14	1	-16&-18
CCOC(=O)c1[nH]c(C)c(C(=O)N2CCN(c3ccc(F)cc3)CC2)c1C	-2	2	1	4	-1	0.7	-12	3	-9
CN(C(=O)n1cnc2ccccc21)c1ccccc1	16[fluorescence artefact?]	6	1	7	-1	0.0	-6	-3	11
CCC/S(C)=N/S(=O)(=O)c1ccc(C)cc1 (stereo not drawn)	3[fluorescence artefact?]	22	3	-1	3[fluorescence artefact?]	/	19	1	19
COc1cccc(/C=N/NC(=O)C(C)n2nnc3ccccc32)c1 (stereo not drawn)	-1	/	15	5	-1	0.4	-4	-8	-53
O=C(COc1ccccc1)N1CCN(c2ccc([N+](=O)[O-])c(N3CCCCC3)c2)CC1	0[fluorescence artefact?]	1	7	0	2	-0.1	21	-4	13
COc1cc(OC)c2cc[nH]c2c1	3	/	6	-13	-7	/	-6	3	-6
Cc1cnc(C)c(N2CCN(Cc3nc(-c4cccc(F)c4F)oc3C)CC2)n1	3	4	10	8	5	-1.2	16	-9	-38
CC(=O)OCC1OC(n2ncc(=O)n(Cc3ccccc3)c2=O)C(OC(C)=O)C1OC(C)=O (stereo not drawn)	2	5	1	17	-5	1.1	-9	0	32
CSc1ccc(/C=N/Nc2ccc(Cl)c(C(=O)O)c2)cc1	2	5	8	2	-21	1.9	-51	-1	-24
Cc1c(C(=O)NN2CCN(C)CC2)cccc1[N+](=O)[O-]	7	-4	4	0	-6	-0.1	21	2	-19

Pulled one by one from above, 5 records:
SMILES	eIF4E-4G inh	Rad51 HR inh	EP2 antag	Hck-Nef inh	14-3-3 Bad PPI	zVAD death inh	Calpain2 inh	Tb hexokinase	EP2 modulator
COc1cc(OC)c2cc[nH]c2c1	3	/	6	-13	-7	/	-6	3	-6
COc1cccc(/C=N/NC(=O)C(C)n2nnc3ccccc32)c1 (stereo not drawn)	-1	/	15	5	-1	0.4	-4	-8	-53
Cc1cccc(NC(=O)CN2C(=O)S/C(=C\c3ccccn3)C2=O)c1	1	7	8	4	-2	0.5	10	-5	16
CCn1c2ccccc2c2nnc(NN)nc21	8	6	4	12	-3	3.0	12	-14	17
CCc1nn(CC(=O)NCCCN(CC)c2cccc(C)c2)c(=O)c2cc3occc3n12	3	-5	13	16	-5	-0.3	7	2	32
